High-throughput results as filed in PubChem.
NPYLR7 ag: mosquito NPYLR7 agonism; 270,000 tested, 0.15% active; HEK293T NPYLR7/Galpha15, GCaMP6s calcium fluorescence; activation, % at 10 µM; in the data active = activation above about 40%;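 note: 0% = vehicle and 100% = reference agonist at the receptor; some compounds past the cut are filed as inactive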
mcGAS inh: inhibitors of mouse cGAS; Q8C6L5; recombinant cGAS, Kinase-Glo ATP depletion luminescence; inhibition, % at 12.5 µM; 160,000 tested, 0.15% active;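 note: 0% = negative control wells and 100% = reference inhibitor with no enzyme activity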
hcGAS lum: human cGAS inhibition; Q8N884; recombinant h-cGAS, ATP depletion, Kinase-Glo luminescence; inhibition, % at 12.5 µM; 290,000 tested, 0.081% active;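 note: 0% = vehicle reaction and 100% = reaction without DNA for no activity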
Target sequence (Q8N884 whole entry, looked up): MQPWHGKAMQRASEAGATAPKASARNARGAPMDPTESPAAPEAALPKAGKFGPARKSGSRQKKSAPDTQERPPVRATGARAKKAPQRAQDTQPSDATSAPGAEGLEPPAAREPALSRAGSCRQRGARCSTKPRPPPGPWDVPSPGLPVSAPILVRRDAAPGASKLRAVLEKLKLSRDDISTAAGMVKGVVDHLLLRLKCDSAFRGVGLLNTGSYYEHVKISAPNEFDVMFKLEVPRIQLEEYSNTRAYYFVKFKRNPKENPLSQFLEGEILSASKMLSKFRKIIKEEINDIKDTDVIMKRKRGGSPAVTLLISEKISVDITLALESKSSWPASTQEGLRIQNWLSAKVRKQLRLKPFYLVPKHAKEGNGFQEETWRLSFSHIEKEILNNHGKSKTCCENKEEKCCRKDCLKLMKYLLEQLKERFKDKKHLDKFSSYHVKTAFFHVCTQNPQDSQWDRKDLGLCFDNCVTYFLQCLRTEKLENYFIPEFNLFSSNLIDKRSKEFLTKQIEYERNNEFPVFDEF
* marks the source's active call; other numbers are inactive results; . = no result given; & = joins results of further samples. Cut-off read from the data, not from the text of the source, unless noted: active = inhibition above about 40%; inactive = the rest.

Each structure is followed by: NPYLR7 ag	mcGAS inh	hcGAS lum
1) CCC1=CC2CN(C1)Cc1c([nH]c3ccccc13)[C@@](C(=O)OC)(c1cc3c(cc1OC)N(C)[C@H]1[C@@](O)(C(=O)OC)[C@H](OC(C)=O)[C@]4(CC)C=CCN5CC[C@]31[C@@H]54)C2 (some centres undefined)
  1.8	.	-1.2
2) C=CCn1c(SCC(=O)N2CCNC2=O)nc2scc(C3CC3)c2c1=O
  -3.2	.	-5.6
3) Cc1ccc(N2CC(C)Cn3c2nc2c3c(=O)n(CC(C)C)c(=O)n2C)cc1 (centres undefined)
  1.1	.	-2.2
4) Nc1nnc(-c2cccc(N=Cc3ccccc3O)c2)o1
  3.3	.	-7.8
5) CC(Sc1nnc(C2CC2)n1C1CC1)C(=O)N(C)C1(C#N)CCCCC1 (centres undefined)
  2.1	-3.8	-2.8
6) COc1c(F)cccc1C(=O)NCCc1nnc2n1CCNCC2
  5.5	.	-2.4
7) CCCc1nn(-c2ccccc2F)c(Cl)c1C(=O)O
  3.8	.	-6.3
8) O=S(=O)(N=P(C1CCCCC1)(N1CCOCC1)N1CCOCC1)c1ccccc1
  -4.2	.	-1.9
9) Cc1cnc2c(c1N1CCCC1)c(=O)n(C)c(=O)n2C
  2.9	.	-4.2
10) CCS(=O)(=O)Oc1cccc(CN(CC(C)C)C(=O)Nc2ccc(OC)cc2OC)c1
  12.5	-4.1	-4.3
11) CCOc1nc2cccc(C(=O)OC(C)OC(=O)OC3CCCCC3)c2n1Cc1ccc(-c2ccccc2-c2nn[nH]n2)cc1 (centres undefined)
  -19.8	.	-1.1
12) CC(=O)NCCNc1nc2cc(-c3ccc(C(=O)N4CCOCC4)cc3)sc2c(=O)n1C
  4.8	.	-1.9
13) Cc1ccnc(SCc2cc(=O)c(OC(=O)c3cc([N+](=O)[O-])ccc3Cl)co2)n1
  -12.3	-6.9	-3.8
14) O=C(c1cscn1)N1CCCC(N2CCN(c3cccc(C(F)(F)F)c3)CC2)C1 (centres undefined)
  2.2	.	-5.8
15) Cc1cc(C(=O)CN2CC(C)OC(C)C2)c(C)n1-c1ccc(F)c(Cl)c1 (centres undefined)
  1.8	-6.3	-3.4
16) CCOC(=O)C1CCCN(C(=O)c2cnn(-c3ccc(Cl)cc3)c2C(F)(F)F)C1 (centres undefined)
  1.9	-7.2	-5.8
17) Nc1nc(-c2cc3ccccc3oc2=O)cs1
  -4.0	.	-23.7
18) Cc1ccsc1CN(CCN(C)C)Cc1ccc2nonc2c1
  -4.6	-12.5	-6.9
19) Cc1cccc(C(=O)OCCN2C(=O)c3cccc4c(N5CCCCC5)ccc(c34)C2=O)c1
  -10.5	-6.9	-0.1
20) Cc1ccc(C)c(Cn2ccnc2CN(C(=O)NC(C)C)C2CCCCC2)c1
  .	-4.3	-5.7
21) COCCN=c1scc(-c2ccc(Cl)cc2Cl)n1N=Cc1ccc2c(c1)OCCO2
  5.0	-9.2	-6.6
22) O=C(COC(=O)c1cccs1)c1cccc([N+](=O)[O-])c1
  -11.0	-2.8	-5.9
23) O=C(NCCCNC(=O)[C@H]1CCCN1C(=O)Cc1ccccc1)c1ccc(F)cc1
  20.9	-10.1	-9.1
24) Nc1cc(-c2cccc(C(F)(F)F)c2)nn1-c1ccc(C(=O)NCCc2cccc(Cl)c2)cc1
  -14.2	-3.1	-7.5
25) Cc1cc(=O)[nH]c(N/N=C\c2ccc(Cl)cc2Cl)n1
  -6.4	-5.5	-4.7
26) c1ccc(N=c2scc(-c3ccccc3)n2N2CCOCC2)cc1
  -4.0	-6.6	-4.2
27) C=CCNC(=O)N1CCN(C(C(=O)N2CCOCC2)C2CCCC2)CC1 (centres undefined)
  -4.6	-5.1	-6.0
28) Cc1ccccc1C(=O)Nc1cc(Br)c(O)c(Br)c1
  4.8	.	-1.5
29) Cc1ccc(CNC(=O)c2cn(C3CCCC3)c(=O)c3c2c2ccccc2n3C)o1
  -5.3	.	-0.1
30) O=C(NC1CCCCC1)c1nn2c(C(F)(F)F)cc(-c3ccc(Br)cc3)nc2c1Cl
  2.0	-6.1	-4.9

(next part)
Each structure is followed by: NPYLR7 ag	mcGAS inh	hcGAS lum
31) Cn1cccc1-c1cc(C(=O)NCc2nnc3n2CCCCC3)[nH]n1
  -5.5	-9.5	0.1
32) CC(=Cc1ccco1)C1Nc2cccc3cccc(c23)N1
  -1.2	.	-9.0
33) O=C(CC(NCCOCCO)C(=O)O)Nc1ccc2ccccc2c1 (centres undefined)
  -6.3	-9.5	-4.5
34) Cc1cccc(N(C)C(=O)c2ccc(N3CCOCC3)c(F)c2)c1C
  12.4	.	-9.2
35) COCCCn1c(NC(=O)Nc2ccc(OC)cc2)c2ccccc2nc1=O
  7.1	.	-3.7
36) COc1ccc(S(=O)(=O)N2CCC(c3c[nH]c4ccc(F)cc34)CC2)cc1OC
  17.8	-6.1	-2.6
37) O=C(NCc1nnc2n1CCC2)c1ccc(N2CCOCC2)nc1
  7.0	.	-4.9
38) Nc1ccnc(N2CC(c3cccnc3)C2)n1
  29.5	-18.7	-3.0
39) CCc1c(C)nc(-n2nc(C)cc2C)n(CC(=O)N2CCCc3ccccc32)c1=O
  0.0	-7.7	-8.9
40) COCCNC(=O)c1cccc(CSc2nc(-c3ccccc3)cc(N(C)CCc3ccc(OC)c(OC)c3)n2)c1
  14.5	-5.1	-14.9
41) CC(C)c1ccc(C2=NC(C)(CC(=O)N3CCCC3)ON2C)cc1 (centres undefined)
  6.9	.	-7.4
42) O=C(c1ccc2cc[nH]c2c1)N1C[C@H]2C[C@H](O)[C@@H](O)C[C@H]2C1
  8.2	-13.5	-4.8
43) CC(=O)N1CCC(N2CCN([C@@H]3C[C@H]4C[C@@H](c5ccccc5)OC[C@@]4(C)C3)CC2)CC1
  -5.1	2.8	6.1
44) OC(Cc1ccccc1)CN(Cc1c(-c2ccccc2)noc1N1CCCC1)CC1CCCO1 (centres undefined)
  10.5	-7.1	-4.1
45) Cc1ccc(CSc2nc(CC(=O)NCCc3ccc(S(N)(=O)=O)cc3)cs2)cc1
  .	-6.7	-3.8
46) CCCC(=O)NCCc1cc2ccc(C)cc2[nH]c1=O
  2.0	-5.7	0.1
47) COc1ccc(C2CC(=O)C3=C(C2)N=C(C)C(C(=O)OCC(C)C)C3c2ccccc2OC)cc1 (centres undefined)
  -0.7	-7.5	-7.9
48) O=C(NC12CC3CC(CC(C3)C1)C2)c1ccc(Nc2cccc(C(F)(F)F)c2)nc1
  -12.0	-3.1	-10.5
49) Fc1cccc(-c2nnn3c2nc(NCc2ccc(Cl)cc2)c2ccccc23)c1
  -7.7	-6.7	-6.1
50) Cc1ccccc1N1C(=O)CSC1c1ccccc1NC(=O)C(Cl)c1ccccc1 (centres undefined)
  9.7	-2.5	-4.9
51) COc1ccc(C(=O)N2CCN(C(=O)CCCCSc3nnc(Cc4ccccc4)n3-c3ccc(C)cc3)CC2C)c(OC)c1 (centres undefined)
  -5.2	-7.4	-13.5
52) Cc1cc(C(=O)NCCn2nc(-c3ccccc3)n(C)c2=O)no1
  -1.9	.	-6.0
53) CN(Cc1ccccc1)C(=O)Nc1cn(C)c2ccccc12
  -0.1	-9.9	-9.6
54) Cc1nc2c(c(NCc3ccc4c(c3)CCCO4)n1)CNC2
  4.0	-9.9	-7.1
55) S=c1[nH]nc(-c2cccnc2)o1
  -6.4	.	2.5
56) COc1cc(C(=O)N=Nc2c(O)n(C)c3ccccc23)cc(OC)c1OC
  9.9&3.2	-8.8&-7.8	-6.9&0.1
57) O=C(Cc1ccccc1F)Nc1nc2ccccc2o1
  -4.5	.	1.1
58) CC(C)Cc1ccc(C(NCC(=O)N(C)C2CCS(=O)(=O)C2)C(C)C)cc1 (centres undefined)
  0.7	.	-6.4
59) CC(C)(C)c1cc2nc(C(=O)N3CCc4ccccc4C3)cc(-c3ccccc3F)n2n1
  -13.0	1.3	1.1
60) COc1ccc(C2CC(c3ccc(Cl)cc3)=Nc3ncnn32)c(OC)c1 (centres undefined)
  7.7	.	-12.2

16 entries from above, screen by screen:
38	Nc1ccnc(N2CC(c3cccnc3)C2)n1
39	CCc1c(C)nc(-n2nc(C)cc2C)n(CC(=O)N2CCCc3ccccc32)c1=O
40	COCCNC(=O)c1cccc(CSc2nc(-c3ccccc3)cc(N(C)CCc3ccc(OC)c(OC)c3)n2)c1
41	CC(C)c1ccc(C2=NC(C)(CC(=O)N3CCCC3)ON2C)cc1 (centres undefined)
42	O=C(c1ccc2cc[nH]c2c1)N1C[C@H]2C[C@H](O)[C@@H](O)C[C@H]2C1
43	CC(=O)N1CCC(N2CCN([C@@H]3C[C@H]4C[C@@H](c5ccccc5)OC[C@@]4(C)C3)CC2)CC1
44	OC(Cc1ccccc1)CN(Cc1c(-c2ccccc2)noc1N1CCCC1)CC1CCCO1 (centres undefined)
Assay by compound | 38 | 39 | 40 | 41 | 42 | 43 | 44
NPYLR7 ag | 29.5 | 0.0 | 14.5 | 6.9 | 8.2 | -5.1 | 10.5
mcGAS inh | -18.7 | -7.7 | -5.1 | . | -13.5 | 2.8 | -7.1
hcGAS lum | -3.0 | -8.9 | -14.9 | -7.4 | -4.8 | 6.1 | -4.1

45	Cc1ccc(CSc2nc(CC(=O)NCCc3ccc(S(N)(=O)=O)cc3)cs2)cc1
46	CCCC(=O)NCCc1cc2ccc(C)cc2[nH]c1=O
47	COc1ccc(C2CC(=O)C3=C(C2)N=C(C)C(C(=O)OCC(C)C)C3c2ccccc2OC)cc1 (centres undefined)
48	O=C(NC12CC3CC(CC(C3)C1)C2)c1ccc(Nc2cccc(C(F)(F)F)c2)nc1
49	Fc1cccc(-c2nnn3c2nc(NCc2ccc(Cl)cc2)c2ccccc23)c1
50	Cc1ccccc1N1C(=O)CSC1c1ccccc1NC(=O)C(Cl)c1ccccc1 (centres undefined)
51	COc1ccc(C(=O)N2CCN(C(=O)CCCCSc3nnc(Cc4ccccc4)n3-c3ccc(C)cc3)CC2C)c(OC)c1 (centres undefined)
Assay by compound | 45 | 46 | 47 | 48 | 49 | 50 | 51
NPYLR7 ag | . | 2.0 | -0.7 | -12.0 | -7.7 | 9.7 | -5.2
mcGAS inh | -6.7 | -5.7 | -7.5 | -3.1 | -6.7 | -2.5 | -7.4
hcGAS lum | -3.8 | 0.1 | -7.9 | -10.5 | -6.1 | -4.9 | -13.5

52	Cc1cc(C(=O)NCCn2nc(-c3ccccc3)n(C)c2=O)no1
53	CN(Cc1ccccc1)C(=O)Nc1cn(C)c2ccccc12
Assay by compound | 52 | 53
NPYLR7 ag | -1.9 | -0.1
mcGAS inh | . | -9.9
hcGAS lum | -6.0 | -9.6

(further entries)
Each structure is followed by: NPYLR7 ag	mcGAS inh	hcGAS lum
61) CC1CCc2c(sc(NC(=O)c3nn4c(C(F)(F)F)cc(-c5ccccc5)nc4c3Cl)c2C#N)C1 (centres undefined)
  1.2	-6.5	-8.6
62) CN(CCCNC(=O)N1CCS(=O)(=O)CC1)c1ccccc1F
  2.9	.	-8.2
63) C=CCN(CC(=O)N1CCc2sccc2C1c1ccc(Cl)cc1)C(=O)COc1ccc(Cl)cc1 (centres undefined)
  -1.6	-4.1	-0.6
64) C[C@H](NC(=O)[C@@H](C)N1Cc2ccc(Nc3ncccn3)nc2C1=O)c1ccccc1
  5.6	.	-7.8
65) Cc1ccc(S(=O)(=O)Cc2nc(-c3cc(C)n(C)c3C)cs2)cc1
  2.8	.	-3.8
66) Clc1ccccc1-c1nc(NCCN2CCOCC2)c2ccccc2n1
  4.8	-4.5	13.5
67) CN1CCN(C(=O)CCN2C(=O)/C(=C/c3ccccc3Cl)SC2=S)CC1
  11.3	-6.2	-2.8
68) CCCN(CC(=O)N(CCc1c[nH]c2ccccc12)Cc1ccc(OC)cc1)C(=O)Nc1ccc(C)cc1C
  1.6	-6.2	1.8
69) CN1CCC(C)(C(=O)Nc2ccc3scnc3c2)C1 (centres undefined)
  -0.3	.	-16.8
70) CCCNc1ncc(-c2nccn2-c2cccc(-n3cnnn3)c2)cn1
  6.7	-0.4	2.1
71) COc1cccc(-c2cc(C(=O)N3CCN(C(C)=O)CC3)n3nc(-c4ccccc4)cc3n2)c1
  6.0&18.9	-9.8&-6.3	-4.7&0.5
72) COc1cc2c(cc1OC)C(c1ccccc1C(=O)O)=NCC2
  1.7	.	-0.4
73) CCN(Cc1cccc(F)c1)S(=O)(=O)N(C)Cc1cnn(C)c1
  1.2	.	-6.6
74) CCOC(=O)CCNC(=O)c1ccc2oc(-c3cccc(F)c3)nc2c1
  -2.6	.	-4.3
75) CCCCC(CC)CN1CNC(=S)NC1 (centres undefined)
  1.6	-6.0	-6.7
76) CC(C)(C)c1ccc(C(=O)N2CCSC2c2ccc3c(c2)OCO3)cc1 (centres undefined)
  -5.2	-3.3	-3.7
77) CC(CN1CCN(C)CC1)NC(=O)N1CCCC(C)(C)CC1 (centres undefined)
  0.0	.	2.3
78) CN(C(=O)CCCS(C)(=O)=O)c1ccc(-c2ccccc2)cc1
  -0.3	.	-5.1
79) FC(F)(F)CCc1ccnc(NCc2cnn3ccccc23)n1
  5.0	.	1.3
80) Cc1nn(-c2ccc(F)cc2)c2nc(CCC(C)C)nc(N3CCCN(C(=O)Nc4ccc(Cl)cc4)CC3)c12
  8.5	-4.2	-4.2
81) CC1CCc2c(sc(NC(=O)c3cc4nc(-c5ccccc5)cc(C(F)(F)F)n4n3)c2C#N)C1 (centres undefined)
  -22.6	-0.2	6.5

By substructure, those above containing bromine.
Each structure is followed by: NPYLR7 ag	mcGAS inh	hcGAS lum
28) Cc1ccccc1C(=O)Nc1cc(Br)c(O)c(Br)c1
  4.8	.	-1.5
30) O=C(NC1CCCCC1)c1nn2c(C(F)(F)F)cc(-c3ccc(Br)cc3)nc2c1Cl
  2.0	-6.1	-4.9
